Screening results: PubChem, The Scripps Research Institute Molecular Screening Center
CHO parental Ca: ATP-evoked calcium signal inhibitors, parental CHO, primary screen, counter-screen for OX1R antagonist project, cell-based, fluorescence, Fluo-8 calcium dye. AID 463079, 2010. hit rate 0.63% among 330,000. inhibition, % at 5.6 µM. parental CHO-K1, ATP-induced calcium, Fluo-8 fluorescence;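 active = inhibition above that plate's mean sample inhibition plus 3 SD, cut at about 26% in these data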;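 also: 0% = ATP-challenged DMSO wells and 100% = DMSO wells without ATP; some compounds past the cut are filed as inactive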
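Assay system: parental CHO cells; Read-out basis: percent inhibition of ATP-evoked calcium rise, normalized to controls; Benchmarks: ATP and no-ATP DMSO wells; Compound dosing: single nominal dose of 5.6 µM per compound; Signal: Fluo-8 calcium dye fluorescence; Also added: ATP as calcium-mobilizing challenge; Repeats: singlicate.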
TAAR1 antagonist: human TAAR1 antagonists, primary screen, Fluo-8 calcium fluorescence, CHO RD-HGA16 cells; hit rate 1.5% among 360,000; inhibition, % at 3 µM; AID 624466, 2012; antagonist;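 active = inhibition above a per-plate cutoff, the mean inhibition of test compounds on that plate plus 3 SD, cut at about 49% in these data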;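 also: 0% = DMSO plus EC80 beta-PEA response and 100% = DMSO alone without agonist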
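Test system: CHO RD-HGA16 cells bearing hTAAR1 | Reagent: β-PEA, EC80 | Compound dosing: 3 µM, single point | Schedule: Dye loading 75 min at 37 °C, then 30 min room temperature | Signal: Calcium fluorescence with Fluo-8 | Evaluation: Percent inhibition of PEA-evoked calcium signal, max/basal emission ratio | Control set: DMSO-only wells and EC80 β-PEA-stimulated wells | Repeats: Singlicate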
M1 antag: human M1 muscarinic receptor antagonists, primary screen, CHO-K1 cells, Fluo-8 calcium fluorescence, 1536-well | Muscarinic acetylcholine receptor M1 (Homo sapiens), P11229 | CHO-K1 hM1, ACh EC80 antagonist | inhibition, % at 3 µM | hit rate 1.3% among 360,000 | AID 588852, 2011;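 active = percent inhibition above its own plate's cutoff, namely the mean of that plate's compound wells plus 3 SD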;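 also: peak over basal fluorescence ratio during 140 s after agonist addition; 0% = ACh EC80 plus DMSO and 100% = DMSO alone without agonist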
V1aR counter: agonists of human V1a receptor, primary screen, counter-screen for OXTR agonist project, fluorescence, CHO-V1R cells; Vasopressin V1a receptor (Homo sapiens), P37288; Fluo-8 calcium fluorescence, agonist mode; 0% DMSO, 100% 3 nM vasopressin; activation, % at 3 µM; hit rate 0.25% among 320,000;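 active = activation above the mean activation of all tested compounds plus 3 SD, per screening run, cut at about 20% in these data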;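 also: signal is peak over basal fluorescence ratio across a 100 second FLIPR read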
Target sequence (P37288 whole entry, looked up): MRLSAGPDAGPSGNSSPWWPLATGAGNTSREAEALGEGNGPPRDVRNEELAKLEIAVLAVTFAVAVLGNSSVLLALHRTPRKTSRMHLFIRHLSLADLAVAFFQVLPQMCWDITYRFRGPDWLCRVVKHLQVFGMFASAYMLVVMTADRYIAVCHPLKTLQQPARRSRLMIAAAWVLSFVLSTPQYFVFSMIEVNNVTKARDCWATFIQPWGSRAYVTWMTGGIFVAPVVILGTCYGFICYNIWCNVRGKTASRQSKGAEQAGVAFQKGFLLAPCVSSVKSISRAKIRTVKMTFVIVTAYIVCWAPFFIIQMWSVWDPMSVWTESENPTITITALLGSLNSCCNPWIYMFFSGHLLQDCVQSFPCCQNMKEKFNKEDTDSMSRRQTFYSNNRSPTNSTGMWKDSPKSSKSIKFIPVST
OXTR potentiate: human OXTR potentiators, primary screen, fluorescence, CHO-OTR cells, Fluo-8 calcium | AID 2445, 2010 | hit rate 0.061% among 320,000 | Fluo-8 calcium fluorescence, potentiator mode; 0% = oxytocin EC15, 100% = EC100 | activation, % at 3 µM;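 active = activation above that plate's cutoff, the mean activation of tested compounds plus 3 SD, cut at about 6.6% in these data, passing the limit was not always enough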;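 also: 100% uses oxytocin at 75 nM as the full agonist control; some results filed as inactive read as strong as hits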
Target sequence (P30559 whole entry, looked up): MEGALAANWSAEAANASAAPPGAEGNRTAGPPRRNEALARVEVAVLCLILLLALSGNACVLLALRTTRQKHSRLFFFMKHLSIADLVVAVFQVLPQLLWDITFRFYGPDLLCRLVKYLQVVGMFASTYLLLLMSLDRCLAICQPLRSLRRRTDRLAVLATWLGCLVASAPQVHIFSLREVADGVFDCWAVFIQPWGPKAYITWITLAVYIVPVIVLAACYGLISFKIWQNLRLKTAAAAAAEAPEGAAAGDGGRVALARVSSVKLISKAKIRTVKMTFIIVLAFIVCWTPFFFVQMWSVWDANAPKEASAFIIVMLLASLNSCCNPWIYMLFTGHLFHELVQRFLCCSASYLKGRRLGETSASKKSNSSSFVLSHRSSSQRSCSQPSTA
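Assay system: CHO-OTR cells, human receptor / Also added: oxytocin at about EC15, sub-maximal agonist stimulus / Dosing: single dose, 3.0 µM nominal final compound concentration / Incubation: 6 min pre-incubation, 100 s read / Technique: Fluo-8 calcium dye fluorescence / Read-out: % activation vs EC15 and EC100 oxytocin / Benchmarks: EC15 oxytocin low, 75 nM oxytocin high / Replicates: singlicate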
CHRM1 PAM: human M1 muscarinic receptor positive allosteric modulators, primary screen, CHO-K1 cells, Fluo-8 calcium fluorescence, 1536-well. Muscarinic acetylcholine receptor M1 (Homo sapiens), P11229. CHO-K1 hM1, ACh EC20; 0% = ACh EC20, 100% = maximal ACh. activation, % at 3 µM. hit rate 0.088% among 360,000. AID 588819, 2011; in the data active = activation above about 19%, passing the limit was not always enough
TAAR1 agonist: human TAAR1 agonists, primary screen, Fluo-8 calcium fluorescence, CHO RD-HGA16 cells; Trace amine-associated receptor 1 (Homo sapiens), Q96RJ0; vehicle wells 0%, saturating PEA agonist 100%; activation, % at 3 µM; hit rate 0.99% among 360,000; AID 624467, 2012;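 active = activation above the mean activation of all test compounds in the run plus 3 SD, cut at about 38% in these data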
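Repeats: no replicates (n 1) | Material: CHO-derived RD-HGA16 cells with stable Gα16 and human TAAR1 | Technique: Kinetic Fluo-8 calcium fluorescence | Schedule: 17-24 h seeding, 75 min 37 °C dye, 30 min RT | Evaluation: % activation from peak over basal fluorescence ratio, DMSO-to-PEA scaled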
CHRM1 agonist: human M1 muscarinic receptor agonists, primary screen, Fluo-8 calcium fluorescence, CHO-K1 cells, HTS; CHO-K1 hM1, agonist mode; 0% DMSO, 100% acetylcholine EC100; activation, % at 3 µM; hit rate 0.33% among 360,000;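 active = activation above the run's mean compound activation plus 3 SD, cut at about 16% in these data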;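 also: peak over basal fluorescence ratio within a 140 s kinetic read after compound addition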
OXTR agonist: human OXTR agonists, primary screen, fluorescence, CHO-OTR cells, Fluo-8 calcium; activation, % at 3 µM; AID 2435, 2010; Fluo-8 calcium fluorescence; normalized: DMSO 0%, oxytocin 100%; hit rate 0.32% among 320,000;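 active = activation above the mean of all tested compounds plus 3 SD, cutoff set per screening run, cut at about 20% in these data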;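 also: peak over basal fluorescence ratio from a 100 s FLIPR kinetic read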
* = called active by the depositor; nt = no result given.

SMILES	CHO parental Ca	TAAR1 antagonist	M1 antag	V1aR counter	OXTR potentiate	CHRM1 PAM	TAAR1 agonist	CHRM1 agonist	OXTR agonist
COc1ccc(C(CC(=O)Nc2cc(C)ccn2)N2Cc3ccccc3C2=O)cc1 (stereo not drawn)	-10	11	-4	1.5	-9	3	1	-1	-0.6
COc1ccc(C)cc1NC(=O)c1cccc(-c2ccc(OC(C)=O)cc2)c1	-1	0	1	0.4	-3	6	-1	0	-0.7
Cc1nn(C)c(C)c1NC(=O)C12CC3CC(CC(C3)C1)C2	-6	0	-4	1.4	11	-3	1	-5	2.0
COc1ccc(CNC(=O)c2sccc2C)cc1	-2	-8	-2	0.8	-7	0	1	-7	0.3
Cc1ccccc1N(C(=O)CNC(=O)c1ccco1)C(C(=O)NC1CCCC1)c1ccncc1 (stereo not drawn)	-11	0	-12	3.6	-4	17	1	-3	0.8
C=C1C(=O)C=C2CN(C(=O)c3ccccc3)[C@@](Cc3ccc(F)cc3)(C(=O)OC)[C@@H]12	32	nt	103*	81*	-17	-34	nt	72*	69*
O=C1c2ccccc2S(=O)(=O)N1CCOc1ccc(F)cc1	-17	-12	-4	0.3	1	3	18	-4	1.7
Cc1nc(C)c(C(=O)C2=C(O)C(=O)N(CCN3CCOCC3)C2c2ccco2)s1 (stereo not drawn)	13	0	2	-0.3	-14	-1	0	-2	0.2
CCCCn1c(SCC(=O)N2CC(C)CC(C)C2)nc2cc(S(N)(=O)=O)ccc21 (stereo not drawn)	-12	23	14	-0.3	-4	-8	8	-5	-0.6
CSc1nc(N(C)NC(=O)c2ccc(F)cc2)c2ccccc2n1	-10	12	-2	0.1	-2	4	6	-3	0.5
CCOC(=O)c1c(C)[nH]c(C(=O)OCC(=O)N2CCc3ccccc32)c1C	-16	6	-17	0.1	-15	1	0	-3	-0.1
COc1ccc(-c2cc3cc4c(cc3cn2)OCO4)cc1	-13	16	2	4.8	-7	-2	6	-1	3.6
COCCNC(=O)CSc1ncnc2sccc12	-4	0	-9	0.6	-8	13	6	-3	0.1
COc1ccc(N(CCC(=O)NCCc2ccccc2)S(=O)(=O)c2ccc(C)cc2C)cc1	-15	-15	3	0.0	-7	3	29	-4	-0.8
Cn1c(CCNC(=O)C2CCCCC2)nc2cc(NC(=O)c3cccs3)ccc21	nt	-7	-1	nt	nt	-15	1	-2	nt
CN1OC[C@@H]2CN(C(=O)c3cccc4ccccc34)[C@H](c3ccccc3Br)C[C@@H]21	nt	-13	8	nt	nt	-3	6	-6	nt
CCCCC1=CC2=CC(=O)C(C)(OC(=O)CC)C(=O)C2=CN1CCc1ccccn1 (stereo not drawn)	-15	6	-7	0.5	0	9	15	-6	0.4
CC1(C2CC2)NC(=O)N(CC(=O)N2CCN(S(=O)(=O)c3ccc(F)c(F)c3)CC2)C1=O (stereo not drawn)	-4	-15	-4	-0.1	-13	-4	1	-8	1.4
CC(C)CC(=O)NC(=S)NCc1ccccc1	-15	-17	6	0.5	-3	0	-1	-7	-2.2
COCCN(C(=O)COC(=O)/C=C/c1cccc(C(F)(F)F)c1)c1c(N)n(CC(C)C)c(=O)[nH]c1=O	-11	-10	-12	0.9	1	7	5	-3	0.7
O=C1CS/C(=N\N=C\c2ccccc2Cl)N1CC1CC1	-8	-10	4	0.5	-2	-5	18	-6	0.4
COc1cc(C(=O)N/N=C/c2ccc(OC(=O)N3CCOCC3)cc2)cc(OC)c1OC	-15	-2	-9	-0.1	-13	-2	8	-10	-0.1
Cc1cccc(C)c1-n1c(SCC(=O)N2CC(=O)Nc3ccccc32)nc2ccccc2c1=O	-26	24	6	2.7	-7	-2	12	5	5.2
CCCOc1ccc(CNC(=O)Cc2cccs2)cc1	-12	-20	17	9.7	-2	-7	-2	-7	-2.1
CCOc1ccccc1/C=C/c1onc(C)c1S(=O)(=O)N1CCC(C(=O)NC)CC1	0	-14	-2	0.8	-7	-1	2	-3	-0.5

Brought forward from above: two entries, followed by the next part.
SMILES	CHO parental Ca	TAAR1 antagonist	M1 antag	V1aR counter	OXTR potentiate	CHRM1 PAM	TAAR1 agonist	CHRM1 agonist	OXTR agonist
CCCOc1ccc(CNC(=O)Cc2cccs2)cc1	-12	-20	17	9.7	-2	-7	-2	-7	-2.1
CCOc1ccccc1/C=C/c1onc(C)c1S(=O)(=O)N1CCC(C(=O)NC)CC1	0	-14	-2	0.8	-7	-1	2	-3	-0.5
C=CCn1c(=S)sc2c(=O)[nH]cnc21	-13	-11	-17	-1.7	-11	7	7	0	-1.0
COCCN(Cc1nc(C2(c3ccc(C)cc3)CCCC2)no1)C(C)C	4	-41	14	-1.7	-12	-9	1	-3	-2.5
O=C(Nc1ccccc1N1CCOCC1)c1ccc([N+](=O)[O-])s1	-19	8	-8	-0.1	-2	13	3	-1	-0.3
O=C(c1ccc2c(=O)n(-c3ccccc3)c(=S)[nH]c2c1)N1CCCCC1	32	9	14	4.4	-9	1	2	1	2.8
CSc1ccccc1NC(=O)CN(C)C(C)C(=O)NCc1ccc2c(c1)OCO2 (stereo not drawn)	-13	1	-6	1.5	9	4	-2	-3	0.3
N=c1c2c(-c3ccccc3)c(-c3ccccc3)n(Cc3ccccc3)c2ncn1CCCO	-24	5	-2	2.0	-14	5	24	-6	3.4
COc1cccc(C(=O)NNC(=O)c2ccccc2-n2cccc2)c1	-23	-13	-10	1.9	-8	7	1	0	-0.7
Cc1cccn2c(=O)nc(SCC(=O)N3N=C(c4cccs4)CC3c3ccc(F)cc3)nc12 (stereo not drawn)	nt	10	-13	nt	nt	6	2	-7	nt
O=C1c2ccccc2C(=O)C1c1ccccc1F	-8	0	2	0.0	-20	12	5	-4	1.6
Cn1nc(C(F)(F)F)c(C(=O)Nc2ccc(F)cc2F)c1Sc1ccc(Cl)cc1	-26	-3	3	5.5	-5	-15	9	-6	0.0
CN(C)C(=O)CSc1nc2ccc(C(=O)c3ccccc3)cc2[nH]1	-1	6	-11	-0.4	-7	5	-1	-4	-1.3
CCOC(=O)c1[nH]c(C)c(C(=O)OCC(=O)NC(=O)NC(C)(C)C)c1C	-20	-4	-9	0.1	6	11	5	-6	-0.2
CCCn1c2ccccc2c2cnn(CC(=O)NC3CCCCC3)c(=O)c21	-14	-24	-4	0.0	-3	8	5	-3	-1.7
COc1ccc(-c2ccc(CCC(=O)O)n2C(C)C)cc1	-2	-11	3	-0.6	-4	-3	-2	-2	-0.5
O=C(NC1CC1)c1ccc2c(Cl)c3c(nc2c1)CCCC3	-9	-5	-1	-0.7	7	9	5	-9	-1.5
CC1CCN(C(=O)COC(=O)c2ccc(Br)o2)CC1	-8	-4	-4	-0.3	-4	6	12	-4	0.8
O=C(NCCCN1CCOCC1)c1cccc(NC(=O)c2ccccc2)c1	2	7	0	0.7	-3	-1	0	-4	-0.5
COC(=O)CCSCC(=O)Nc1cc(C)on1	-3	-6	-1	0.6	3	7	3	0	0.5
Fc1ccc(COc2ccccc2CNc2nn[nH]n2)cc1	-3	13	-6	0.5	-5	7	0	-4	0.1
COc1ccc(-c2c(C)cc3oc(=O)cc(-c4ccccc4)c3c2C)cc1OC	-37	-27	0	nt	nt	2	2	-2	nt
COc1cc(/C=C/c2cc(C(=O)O)c3ccccc3n2)cc(OC)c1O	-2	-6	-5	2.4	-8	9	2	-3	0.1
OC(c1ccccn1)C1CCN(Cc2nc(C(c3ccccc3)c3ccccc3)no2)CC1 (stereo not drawn)	-14	-13	-8	-0.1	-11	4	1	-12	-1.2
COc1ccc(C(C)=O)cc1COc1ccc(Cl)c(C)c1	-25	-3	3	1.1	-6	-5	9	-7	-2.5
COc1ccc(-c2cc3nc(-c4ccccc4)cc(N4CCCC(O)C4)n3n2)cc1 (stereo not drawn)	-16	41	11	0.2	-13	-5	6	-5	1.2
Cc1ccccc1N1C(=O)C2ON(c3ccccc3)C(c3ccco3)C2C1=O (stereo not drawn)	-12	-44	6	-0.8	-4	-3	2	5	-0.8
The listing continues:
SMILES	CHO parental Ca	TAAR1 antagonist	M1 antag	V1aR counter	OXTR potentiate	CHRM1 PAM	TAAR1 agonist	CHRM1 agonist	OXTR agonist
O=C(Cc1ncc(C(F)(F)F)cc1Cl)N1CCN(c2ccccn2)CC1	-19	-5	-6	0.2	-3	14	13	-7	0.8
Cc1ccc(-n2ncc3c(=O)n(Cc4cccnc4)cnc32)cc1	nt	0	-3	nt	nt	3	0	-4	nt
Nc1ncccc1C(=O)OCC(=O)N1CCN(S(=O)(=O)c2ccc(Cl)cc2)CC1	-10	-13	-3	4.2	-5	3	8	-4	4.7
CC1(c2ccccc2Br)NC(=O)N(CC(=O)Nc2ccc(S(N)(=O)=O)cc2)C1=O (stereo not drawn)	2	11	14	0.7	-6	-4	0	-4	0.8
CCOc1ccc(NC(=O)CN(C)C(=O)c2cccnc2Sc2ccc(Cl)cc2)cc1OCC	-27	-21	5	-0.3	-12	0	0	-5	-1.6
Cc1ccc(NC(=O)CSc2n[nH]c(-c3ccco3)n2)cc1	3	-2	-9	-0.5	-7	11	0	0	-1.6
CCOC(=O)C1(CCOc2ccccc2)CCN(Cc2ccc(OC)cc2)CC1	-11	2	13	8.1	-13	-8	3	3	4.1
Cc1ccc2cc(CN(CCCN3CCOCC3)C(=O)NC3CCCCC3)c(=O)[nH]c2c1C	-19	9	-9	0.5	-1	3	1	-7	-0.5
O=c1c2[nH]c3ccc(Br)cc3c2ncn1Cc1ccncc1	7	nt	nt	0.5	-4	nt	nt	nt	-0.6
O=C(Nc1cccc(NC(=O)c2ccc(-c3ccc(Br)cc3)o2)c1)c1ccco1	-2	69*	18	1.0	-2	-12	11	-1	0.0
COC(C[C@@H](O)CC(=O)COCc1ccccc1)OC	nt	0	13	nt	nt	-2	3	-2	nt
